HCMV inh = qHTS Assay for inhibitors of the human cytomegalovirus (HCMV). activity change, negative = inhibition, % at 57.5 µM. HFF cells, HCMV-luciferase reporter, 72 h; hits give low values. AID 1259415, 2018. 410,000 compounds, 4.5% hits; in the data active means activity change below about -60%; inconclusive means no clear call, values can overlap the other calls; inactive means above about -39%
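Inhibition of viral replication was scored as loss of reporter luminescence in HFFs infected with HCMV-luciferase (MOI 1 PFU/cell) for 72 h; compounds tested at 2 doses, normalized to buffer and Salinomycin controls.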
AMA1-RON2 inh = qHTS for Inhibitors of AMA1-RON; Towards Development of Antimalarial Drug Lead: Primary Screen; Plasmodium falciparum AMA1 (3D7) - RON2 peptide interaction; 360,000 compounds, 0.2% hits; Potency, µM (series often up to 58.2 µM), without a hit: at the highest dose activity change, negative = inhibition, most hits filed as inhibitors; AlphaScreen AMA1-biotinylated RON2 peptide binding; active means well fitted inhibition curve with a large enough effect; inconclusive means small, poorly fitted or top-dose-only effect; inactive means no such curve, though single readings can be large or run the other way;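 further: potency means the concentration at half of the fitted maximal effect; 0% = vehicle wells and -100% = peptide control; nearly all actives have a fitted effect of over 45% in size; some results filed as inactive show a strong effect at the top dose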
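AMA1 (3D7) with his tag at 25 nM final met compounds first, then biotinylated RON2 peptide at 25 nM; detection used donor plus acceptor beads, 10 µg/mL apiece, read by AlphaScreen after 30 min at room temperature.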
The depositor's hits bear a star; ? = inconclusive; [ ] = dose if it differs, or a comment. Unless noted, on the % scale 0 is the no-effect control and ±100 the full control effect.

SMILES	HCMV inh	AMA1-RON2 inh
CCOC(=O)[C@]12CCCC=C1N(Cc1ccc(Cl)cc1Cl)C(=O)[C@H](CC(=O)N1CCN(C(=O)C3CC3)CC1)C2	2	-7%
C[C@@H]1CN([C@H](C)CO)C(=O)CCCn2cc(nn2)CO[C@H]1CN(C)C(=O)c1cc(-c2ccccc2)on1	17	6%
CCCCCCCCN1C(=O)[C@H](CC(=O)NCCCC)C[C@@]2(C(=O)OCC)CCCC=C12	4	3%
C[C@@H]1CN([C@@H](C)CO)C(=O)CCCn2nncc2CO[C@@H]1CN(C)C(=O)c1ccc(N2CCN(C)CC2)cc1	40	-5%
CC(C)(C)S(=O)(=O)N1Cc2cc(CO)cc(CCO)c2[C@H]1CCO	0	-6%
CC(C)n1nnnc1C1c2ccccc2C(=O)N1Cc1cccc(F)c1 (centres undefined)	-6	0%
CCCN1CCN(CCCNC(=O)CN2C(=O)COc3ccc(C(C)(C)C)cc32)CC1	?	20%
CCN(CC)CCN1CCN(c2cncc(-c3cccc(N)c3)n2)CC1	-15	-10%
COCC1CCN(Cc2c(C(=O)N3CCOCC3)nc3c(C)cccn23)C1 (centres undefined)	-4	-5%
COc1cc2cc(C(=O)NC(C)c3cccc4ccccc34)c(N)nc2cc1OC (centres undefined)	-23	3%
COC(=O)c1ccc(N2CCOCC2)c(NC(=O)c2cc3ccccc3o2)c1	65	-12%
CCc1nc2ccc(C(=O)N(C)Cc3ccccc3)cn2c1N(C)Cc1ccc(OC)cc1	-8	-2%
CC(=O)OC(C)C1C2=C(C(=O)CC1(C)O)C(=O)c1c(ccc(-c3ccc4c(c3O)C(=O)C3=C(C4=O)C(C(C)OC(C)=O)C(C)(O)CC3=O)c1O)C2=O (centres undefined)	-68*	14%
O=C1C=C(OCCF)CC(c2ccccc2C(F)(F)F)O1 (centres undefined)	-10	0%
C[C@@H]1CN([C@@H](C)CO)C(=O)CCCn2nncc2CO[C@H]1CN(C)S(=O)(=O)c1ccccc1	-8	0%

5 successive compounds already listed:
SMILES	HCMV inh	AMA1-RON2 inh
COCC1CCN(Cc2c(C(=O)N3CCOCC3)nc3c(C)cccn23)C1 (centres undefined)	-4	-5%
COc1cc2cc(C(=O)NC(C)c3cccc4ccccc34)c(N)nc2cc1OC (centres undefined)	-23	3%
COC(=O)c1ccc(N2CCOCC2)c(NC(=O)c2cc3ccccc3o2)c1	65	-12%
CCc1nc2ccc(C(=O)N(C)Cc3ccccc3)cn2c1N(C)Cc1ccc(OC)cc1	-8	-2%
CC(=O)OC(C)C1C2=C(C(=O)CC1(C)O)C(=O)c1c(ccc(-c3ccc4c(c3O)C(=O)C3=C(C4=O)C(C(C)OC(C)=O)C(C)(O)CC3=O)c1O)C2=O (centres undefined)	-68*	14%

Additional entries follow.
SMILES	HCMV inh	AMA1-RON2 inh
CSCCC(c1nnnn1C(C)(C)C)N1CCC2(CC1)C(=O)NCN2c1ccccc1 (centres undefined)	-10	0%
Cn1cc(C(=O)C(=O)N2CCCCC2)c2ccccc21	-24	27%
CC1=C(C(=O)N(C(C)C)C(C)C)CC(CC(=O)NCCc2ccccn2)C(=O)N1CCC1=CCCCC1 (centres undefined)	-2	3%
CCCc1cc(-n2ccnc2C)n2c(nc3ccccc32)c1C#N	?	0%
Cn1nc(SCc2ccccc2)c(=O)[nH]c1=O	-3	2%
Cc1cn([C@H]2C[C@H](O)[C@@H](CCC(=O)NCC(c3ccccc3)c3ccccc3)O2)c(=O)[nH]c1=O	2	-8%
CC(C)C[C@H]1COCCS(=O)(=O)N1Cc1cccc(Cl)c1	?	12%
COC(=O)c1ccccc1NC(=S)NC(=O)COc1ccc(C)cc1	12	23%
COCCNC(=O)c1ccc(N2CC3CC(C2)c2cccc(=O)n2C3)c(NC(=O)c2ccc(C(C)(C)C)cc2)c1 (centres undefined)	11	-3%
O=C1NC(Cc2ccc(O)cc2)c2nc3cc(F)c(F)cc3c(=O)n2-c2ncccc21 (centres undefined)	-8	0%
Cc1cc(NC(=O)c2cc3ccccc3o2)no1	62	17%
Cc1ccc(NC(=O)C(C)N2CCCc3ccccc32)cc1S(=O)(=O)N1CCOCC1 (centres undefined)	-6	-16%
Nn1c(SCC(=O)N2CCCC2)nnc1C1CCCCC1	?	-7%
O=C1NC[C@@H](Cc2ccc(O)cc2)N(CCc2cc(C(F)(F)F)cc(C(F)(F)F)c2)C1=O	24	-6%
N#CC(c1ccc([N+](=O)[O-])cc1)C(CC(=O)c1ccccc1)c1ccccc1 (centres undefined)	-1	8%
C[C@H](CO)N1C[C@H](C)[C@@H](CN(C)Cc2ccc(-c3ccccc3)cc2)Oc2ncc(C#C[C@@H](C)O)cc2C1=O	6	-15%
COC(=O)C1=C(c2ccc(OCc3ccccc3)cc2)C[C@@H]2CC[C@H]1N2C(=O)NCc1ccc(Cl)cc1	-26	-6%
Cc1ccc(S(=O)(=O)NC(=O)C2(C)CCN2C(=O)c2cccc(F)c2)cc1 (centres undefined)	-19	-6%
CC1CCCCC1NC(=O)CSc1nnc(C(F)(F)F)n1C (centres undefined)	16	-9%
O=C(c1cccnc1)N1CCC2CC1c1c(Cl)cccc12 (centres undefined)	-8	-3%
Cc1ccccc1CNC(=O)c1ccc2sc([C@H]3C[C@H](O)[C@@H](CO)O3)nc2c1	68	-1%
COC(=O)C1=C(C)NC(C)=C(C(=O)OCC(C)C)C1c1ccccc1[N+](=O)[O-] (centres undefined)	?	14µM*
N#CC1=C(Nc2ccccc2Cl)SC(c2ccncc2)NC1=O (centres undefined)	-12	-8%
Cc1ccc(S(=O)(=O)N2[C@H](CC(=O)c3ccc(Cl)c(Cl)c3)OC[C@@H]2C)cc1	70	-15%
COc1ccc(C(C(=O)NC2CCCC2)n2c(-c3cccs3)nc3ccccc32)cc1 (centres undefined)	-21	-11%
CCN(CC)S(=O)(=O)c1cc(NC(=O)Cc2ccc(S(=O)(=O)N3CCOCC3)s2)ccc1Cl	-99*	-6%
CC(C)(C)OC(=O)NCCc1onc(-c2ccc([N+](=O)[O-])cc2)c1C(=O)O	1	12%
O=c1[nH]c(=S)[nH]cc1Oc1ccc(Br)cc1Br	51	78%[activator]
CCCc1cc(=O)n2[nH]c(C)c(-c3ccccc3OC)c2n1	6	1%
CC[C@H](C)[C@@H]1NC(=O)[C@@H](CC(C)C)NC(=O)[C@H](C(C)C)NC(=O)[C@H]2CSSC[C@H](NC1=O)C(=O)N2	-106*	-1%
CC(=O)c1ccc(N2CCN(C(=O)C(=O)c3cn(CC(=O)N4CCOCC4)c4ccccc34)CC2)cc1	12	2%
O=C(NCCOc1ccccc1)N1[C@H]2CC[C@@H]1C=C(c1ccc(F)cc1OCc1ccccc1)C2	-29	-7%
CCc1ccc(C(C)NC(=O)c2cccs2)cc1 (centres undefined)	3	-6%
O=C(NCc1cccc(Cl)c1)c1ccc(-c2cccnc2)c2ccoc12	-16	28%
O=C(O)c1ccc(S(=O)(=O)c2ccccc2)s1	-9	7%
COc1ccccc1C(=O)Nc1ccnn1C1CCN(C(=O)c2ccoc2)CC1	3	8%
CCOc1ccc(NS(=O)(=O)c2cccc(C(=O)N3CCN(C/C=C/c4ccccc4)CC3)c2)cc1	?	-27%
CC(C)C[C@H]1CN(CCCC[C@H]2CNC(=O)C(=O)N2Cc2ccccc2)C(=O)C(=O)N1CCc1ccc(O)cc1	3	47%[activator]
Nc1c(-c2cccs2)nc2ccccn12	18	-1%
CN(C)CCN1CCN(C2CN(C3CCCC3)S(=O)(=O)C2)CC1 (centres undefined)	-18	1%
O=C(Oc1ccc(-c2nnco2)cc1)c1cc(S(=O)(=O)N2CCOCC2)ccc1F	21	11%
COc1ccc(CN2C[C@H]3CON(C)[C@H]3C[C@H]2c2ccc(-c3ccccc3)cc2)cc1	-4	-14%
CCOC(=O)[C@]12CCC=C1N(CCC1=CCCCC1)C(=O)[C@H](CC(=O)NCc1cccc3ccccc13)C2	-1	-12%
CC1=C(C(=O)N(C)C)CC(CC(=O)NCCCCc2ccccc2)C(=O)N1CCCN1CCCC1=O (centres undefined)	-37	9%
CCC(C)c1ccc(NC(=O)C2CC3CCC2C3)cc1 (centres undefined)	112	7%
CS(=O)(=O)N1CCCCC1c1cc(C(=O)Nc2ccccc2)no1 (centres undefined)	124	-7%
Cn1c(=O)n(Cc2ccccc2)c(=O)c2c1nc1n2CCCN1C1CCCCC1	-38	-4%
CC(C)(C)CC(C)(C)N=C1Nc2ccccc2NC12C[C@H]1CCC(=O)N3CC[C@@H](C2)[C@@H]13 (some centres undefined)	-18	-17%
O=C(Cc1ccc(NC(=O)C2CCCN(C(=O)C3CC3)C2)cc1)Nc1ccc(C(=O)N2CCOCC2)cc1 (centres undefined)	4	0%
Cc1cc(C)c2c(c1C)C(=O)CCC2	32	-9%
CCOC(=O)[C@]12CCCC=C1N(Cc1cccc3ccccc13)C(=O)[C@H](CC(=O)NCCCOC)C2	-1	-6%
COc1cccc(-c2cnc3c(NC=O)cc(-c4cc(C)c(O)c(C)c4)cn23)c1	?	18%
O=C(CN1CCN(C(=O)c2ccccc2Cl)CC1)Nc1cccc(S(=O)(=O)N2CCCC2)c1	0	-12%
C=CCOc1ccc(C[C@H](N)C(=O)NC[C@H]2O[C@@H](n3ccc(N)nc3=O)[C@H](O)[C@@H]2O)cc1	-17	-4%
COc1cccc(COC(=O)c2cc(S(=O)(=O)N3CCOCC3)ccc2Cl)c1OC	?	8%
O=C(c1ccc(CN2CCc3ccccc3C2)cc1)N1CCN(c2ccc(F)cc2)CC1	-22	?
C[C@@H]1CN([C@H](C)CO)C(=O)CCCn2nncc2CO[C@H]1CN(C)C(=O)Nc1ccc(N2CCN(C)CC2)cc1	-8	0%
CCC(CC)CN1CCC(CN2C(=O)C(=O)NC[C@@H]2[C@@H](C)CC)CC1	0	0%
Cc1ccc(CN2CC(C(=O)Nc3ccc(S(=O)(=O)N4CCCCC4)cc3)CC2=O)cc1 (centres undefined)	-68*	-22%
COC(=O)c1ccc2nc(-c3ccc(OC)c(OC)c3)c(Cc3ccccc3OC)n2c1	47	-1%

Compound profiles, as listed above:
O=C(c1ccc(CN2CCc3ccccc3C2)cc1)N1CCN(c2ccc(F)cc2)CC1 across the screens: HCMV inh = -22; AMA1-RON2 inh = ?
O=C(Cc1ccc(NC(=O)C2CCCN(C(=O)C3CC3)C2)cc1)Nc1ccc(C(=O)N2CCOCC2)cc1 (centres undefined) across the screens: HCMV inh = 4; AMA1-RON2 inh = 0%

Random excerpt: 2 entries already listed, in no set order.
SMILES	HCMV inh	AMA1-RON2 inh
Cc1ccc(CN2CC(C(=O)Nc3ccc(S(=O)(=O)N4CCCCC4)cc3)CC2=O)cc1 (centres undefined)	-68*	-22%
CCC(CC)CN1CCC(CN2C(=O)C(=O)NC[C@@H]2[C@@H](C)CC)CC1	0	0%

Continuation.
SMILES	HCMV inh	AMA1-RON2 inh
CN[C@H](C)C(=O)NC[C@H]1O[C@@H](n2cc(C)c(=O)[nH]c2=O)C[C@@H]1O	8	9%
CCN(CC)CC(=O)NC1CCCc2c1cnn2-c1cc(F)cc(F)c1 (centres undefined)	24	-1%
CC1(C)CC(=O)C=C(c2ccccc2-c2ccc3cc[nH]c3c2)C1=O	-19	-9%
O=C(Nc1ccc2c(c1)OCO2)c1csc([C@H]2C[C@H](O)[C@@H](CO)O2)n1	-97*	-5%
COc1ccccc1-c1cccc(-c2nc(C(=O)N3CCCCC3)cc3c2[C@H](CCO)N(S(=O)C(C)(C)C)C3)c1 (some centres undefined)	-15	6%
COc1cccc2c1C(=O)c1c(O)c3c(c(O)c1C2=O)CC(O)(C(=O)CO)CC3OC1CC(N(C)C)C(O)C(C)O1 (centres undefined)	-98*	29%
COc1ccc(-c2csc(C(C)(O)c3ccc(F)c(F)c3)n2)cc1 (centres undefined)	-63*	9%
COc1cc(N)c2ncsc2c1	-15	-2%
O=C(Nc1cccc(Br)c1)C1CC(=O)N(C2CCCC2)C1 (centres undefined)	0	-1%
COc1ccc(CC(=O)NCc2nnc(SCC(=O)N3CCN(c4ccccc4)CC3)n2C)cc1	0	-5%
COCCNC(=O)C1CCCN(C(=O)c2cc(-c3cccs3)oc2C)CC1 (centres undefined)	-67*	-5%
O=C(NCc1ccc(F)cc1)c1cc(C2CCCCN2S(=O)(=O)Cc2ccccc2)on1 (centres undefined)	21	0%
Cc1cc(C)c2c(=O)n3c(nc2c1)C(Cc1ccccc1)NC(=O)c1cccnc1-3 (centres undefined)	?	-11%
CC[C@H]1CN(C)C[C@@]2(C(=O)OC)Cc3c([nH]c4ccccc34)C(=O)C[C@@H]12	?	-1%
CN1CCN(c2ncnc3c2ncn3[C@H]2CN(Cc3ccccc3)C[C@@H](CO)O2)CC1	-28	1%
CC1(C)CC(=O)C=C(NCCCN2CCCC2=O)C1	55	-1%
CCOC(=O)[C@]12Cc3c(cc(OC)c(OC)c3OC)[C@H]1N(C(C)C)C(=O)c1ccccc12	-100*	-2%
C[C@H](CO)N1C[C@H](C)[C@@H](CN(C)C(=O)Cc2ccccc2)OCCCC[C@H](C)Oc2ccc(NC(=O)NC3CCCCC3)cc2C1=O	12	-5%
O=C1c2ccc(-c3nc4ccccc4o3)cc2C(=O)N1Cc1cccnc1	-25	-4%
O=C1CC(c2ccccc2)=C(c2ccccc2)C1	-14	-4%
CCCCCC(=O)N1C[C@H](n2cc(COC(=O)c3ccccc3)nn2)[C@@H](O)C[C@@H]1c1ccc(OC)cc1	23	6%

Screens from PubChem.

The list is partial; the hit share may differ from the screen's.
